# Screening data as filed in PubChem BioAssay.
# S3 lipid droplet – qHTS Assay for Lipid Storage Modulators in Drosophila S3 Cells; Drosophila S3 cells, BODIPY lipid droplet fluorescence, 18-24 h; cells fed with added oleic acid; Potency in µM for hits, for the others lipid storage change, negative = inhibition, % at the top dose, mostly 46.1 µM; 320,000 compounds, 0.64% hits; active = well fitted inhibition curve with a large enough effect in the signal ratio, with a control signal flat, not every such curve was filed as active; inconclusive = small, poorly fitted or top-dose-only effect, or effect the other way, or a change in a side signal; the % refers to the signal ratio
#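 Drosophila S3 cells got compounds at several concentrations plus oleic acid (400 uM solution). Laser-scanning cytometry with 488 nm excitation read lipid droplets at 500-530 nm and cells at 575-640 nm. Percent activity was relative to 20 uM Triacsin C.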
# S3 lipid droplet cell count max – recorded beside S3 lipid droplet, whose call it bears; cell number change, %; measured here: cell count max response;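 cells counted by Cell Tracker Red CMTPX staining in the red channel; peak over a dose series mostly up to 46.1 µM; percent activity relative to internal control wells on each plate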
# Numbers without * were called inactive; i = inactive; ? = inconclusive; nt = not tested or not shown. % is set by controls: 0 for no effect and ±100 for the full control effect; potency is the fitted concentration of half-maximal effect.
1. CC1(C)CC(N2CN(C3CCCCC3)CC2=O)CC(C)(C)N1
2. Cc1nc(Nc2ccc(C(=O)O)cc2)sc1-c1ccccc1
3. Cc1ccc(C2C(C=Nc3c(C)n(C)n(-c4ccccc4)c3=O)=C(c3ccccc3)Oc3ccccc32)cc1 (stereo not drawn)
4. CCOC(=O)C1CN(S(=O)(=O)c2ccc(OC)cc2)c2ccccc2O1 (stereo not drawn)
5. COc1cccc(-c2nn[nH]n2)c1O
6. O=C(Nc1cccc(S(=O)(=O)N2CCOCC2)c1)c1cc([N+](=O)[O-])ccc1N1CCOCC1
7. COc1ccc(Oc2nc3ccccc3nc2C(F)(F)F)cc1
8. COc1ccc(Cl)cc1N1C(=O)C2CCCN2C1c1ccc(F)cc1 (stereo not drawn)
Compound | 1 | 2 | 3 | 4 | 5 | 6 | 7 | 8
S3 lipid droplet | -6% | 14% | 2% | 6% | 3% | 21% | -1% | 6%
S3 lipid droplet cell count max | 1 | -9 | -18 | -1 | 5 | nt | nt | nt

9. CCN=C1S/C(=C\c2cn(CC(=O)NCCOC)c3ccccc23)C(=O)N1CC
10. CSc1nnc2ccc(-c3ccccn3)nn12
11. CC(Cc1nnc(SCC(=O)O)n1N)c1ccccc1 (stereo not drawn)
12. CCC1CCCCN1S(=O)(=O)c1ccc2[nH]c(=O)ccc2c1 (stereo not drawn)
13. CC(=O)N1CCc2cc(S(=O)(=O)NCC(=O)NCc3ccc(Cl)cc3)ccc21
14. CC(=O)CC(=O)Nc1ccn(-c2ccccc2)n1
15. COc1ccc(/C=C/C(=O)NC2CCCCCC2)cc1S(=O)(=O)N1CCOCC1
16. NC(=O)COC(=O)c1cc([N+](=O)[O-])ccc1NCCO
Compound | 9 | 10 | 11 | 12 | 13 | 14 | 15 | 16
S3 lipid droplet | 10% | ? | 6% | ? | ? | ? | 0% | 17%
S3 lipid droplet cell count max | 14 | nt | -3 | nt | nt | nt | 4 | 13

17. COC(=O)c1cc(C#N)c(OC)nc1C
18. Oc1ccc(CNc2cccc(F)c2F)c2cccnc12
19. CC1=C(C(N)=O)C(c2cccc(OCc3ccccc3)c2)n2nnnc2N1 (stereo not drawn)
20. COc1ccccc1C(=O)Nc1ccc(OCC(=O)N2CCCCC2)cc1
21. O=C(CNC(=O)c1ccc(Cl)cc1)N/N=C/C=C/c1ccccc1
22. Cc1cc(C)nc(N(C#N)CN2C(=O)c3ccccc3C2=O)n1
23. O=C(c1sc2ccccc2c1Cl)N(Cc1ccccc1Cl)C1CCS(=O)(=O)C1 (stereo not drawn)
24. O=C(O)c1ccc(Cl)c(N2C(=O)Nc3ccccc3N2O)c1
Compound | 17 | 18 | 19 | 20 | 21 | 22 | 23 | 24
S3 lipid droplet | ? | -7% | -17% | ? | 1% | ? | ? | ?
S3 lipid droplet cell count max | nt | 2 | 5 | nt | -4 | nt | nt | nt

25. CCOc1ccc(C(C(=O)NCCOC)N(CCOC)C(=O)CCC(=O)Nc2ccccn2)cc1 (stereo not drawn)
26. Cc1ccccc1C(=O)NC(C)c1ccc2c(c1)CCCC2 (stereo not drawn)
27. O=C1C(Cl)=C(Nc2ccccc2O)C(=O)N1c1ccccc1
28. O=C(Nc1ccc(O)cc1)c1c(O)c2c([nH]c1=O)CCCC2
29. CCOc1ccc2nc(CN3CCN(Cc4ccsc4)C(CCO)C3)ccc2c1 (stereo not drawn)
30. CCOc1ccc(/C=N/NC(=O)c2nnn(-c3nonc3N)c2CN(C)C2CCCCC2)cc1
31. CCCNc1cc(C)oc(=O)c1C(=O)CC
32. COc1ccc(C(C#N)N2CCOCC2)cc1 (stereo not drawn)
Compound | 25 | 26 | 27 | 28 | 29 | 30 | 31 | 32
S3 lipid droplet | ? | ? | ? | ? | -14% | i | ? | -3%
S3 lipid droplet cell count max | nt | nt | nt | nt | 3 | 26 | nt | -8

33. CCc1ccc(N2CCCn3c2nc2c3c(=O)n(CCN3CCOCC3)c(=O)n2C)cc1
34. COc1ccc(NC(=O)C2CC(=O)N(CCc3ccc(F)cc3)C2)c(OC)c1 (stereo not drawn)
35. Cc1nn(C)c(C(=O)NC2C3CC4CC(C3)CC2C4)c1Cl (stereo not drawn)
36. CNC(=O)COc1coc(CN2CCN(c3ccccc3F)CC2)cc1=O
37. O=C(N/N=C/c1ccccc1OC(F)F)NC1CCCCC1
38. S=c1nc(-c2cc(Cl)cc(Cl)c2)[nH][nH]1
39. CCn1c2ccccc2c2nc3cc(OC)c(OC)cc3nc21
40. Cn1c(OCc2ccco2)nc2c1c(=O)n(Cc1ccc(Cl)c(Cl)c1)c(=O)n2C
Compound | 33 | 34 | 35 | 36 | 37 | 38 | 39 | 40
S3 lipid droplet | 9% | ? | 11% | ? | ? | -3% | ? | ?
S3 lipid droplet cell count max | 2 | nt | -16 | nt | nt | 19 | nt | nt

41. COc1ccc(C(C#N)C2(C)OCCO2)cc1OC (stereo not drawn)
42. CC1CCN(S(=O)(=O)c2ccc3c(c2)N(CC(=O)NCCN2C(C)CCCC2C)C(=O)CS3)CC1 (stereo not drawn)
43. O=c1c(Cl)c(N2CCCCC2)cnn1-c1nc2ccccc2[nH]1
44. OCC(O)C1OC(Nc2ccc(Cl)cc2)C(O)C1O (stereo not drawn)
45. CC(CCc1ccccc1)NS(=O)(=O)c1ccccc1F (stereo not drawn)
46. COc1ccc(NS(=O)(=O)c2cccc(NC(=O)CCC(=O)c3cccs3)c2)cc1
47. CC(C)Oc1cc(NC(=O)CS(=O)CC(=O)N(C)C)c(Cl)cc1Cl (stereo not drawn)
48. COC(=O)c1ccc(S(=O)(=O)NCc2ccco2)n1C
Compound | 41 | 42 | 43 | 44 | 45 | 46 | 47 | 48
S3 lipid droplet | i | -12% | 20% | ? | ? | ? | 5% | 2%
S3 lipid droplet cell count max | 4 | nt | -17 | nt | nt | nt | -14 | 15

# From entry 35 as far as 48, copied from above:
35. Cc1nn(C)c(C(=O)NC2C3CC4CC(C3)CC2C4)c1Cl (stereo not drawn)
36. CNC(=O)COc1coc(CN2CCN(c3ccccc3F)CC2)cc1=O
37. O=C(N/N=C/c1ccccc1OC(F)F)NC1CCCCC1
38. S=c1nc(-c2cc(Cl)cc(Cl)c2)[nH][nH]1
39. CCn1c2ccccc2c2nc3cc(OC)c(OC)cc3nc21
40. Cn1c(OCc2ccco2)nc2c1c(=O)n(Cc1ccc(Cl)c(Cl)c1)c(=O)n2C
41. COc1ccc(C(C#N)C2(C)OCCO2)cc1OC (stereo not drawn)
42. CC1CCN(S(=O)(=O)c2ccc3c(c2)N(CC(=O)NCCN2C(C)CCCC2C)C(=O)CS3)CC1 (stereo not drawn)
43. O=c1c(Cl)c(N2CCCCC2)cnn1-c1nc2ccccc2[nH]1
44. OCC(O)C1OC(Nc2ccc(Cl)cc2)C(O)C1O (stereo not drawn)
Compound | 35 | 36 | 37 | 38 | 39 | 40 | 41 | 42 | 43 | 44
S3 lipid droplet | 11% | ? | ? | -3% | ? | ? | i | -12% | 20% | ?
S3 lipid droplet cell count max | -16 | nt | nt | 19 | nt | nt | 4 | nt | -17 | nt

45. CC(CCc1ccccc1)NS(=O)(=O)c1ccccc1F (stereo not drawn)
46. COc1ccc(NS(=O)(=O)c2cccc(NC(=O)CCC(=O)c3cccs3)c2)cc1
47. CC(C)Oc1cc(NC(=O)CS(=O)CC(=O)N(C)C)c(Cl)cc1Cl (stereo not drawn)
48. COC(=O)c1ccc(S(=O)(=O)NCc2ccco2)n1C
Compound | 45 | 46 | 47 | 48
S3 lipid droplet | ? | ? | 5% | 2%
S3 lipid droplet cell count max | nt | nt | -14 | 15

# The listing continues.
49. O=C(CNC(=O)c1ccco1)N/N=C/c1ccc(C(=O)O)cc1
50. O=C(O)c1cc(O)ccc1NC(=O)C(c1ccccc1)c1ccccc1
51. O=C(c1cccc(C(F)(F)F)c1)N1CCN(S(=O)(=O)c2ccc(Cl)s2)CC1
52. COc1ccc2c(c1)OC[C@H]1[C@H]2N2C(=O)CN(C)C(=O)[C@@]2(C)[C@H]1c1ccccc1
53. COc1ccc(N=C2SC(C(=O)Nc3ccc(C(=O)O)cc3)CC(=O)N2Cc2cccs2)cc1 (stereo not drawn)
54. O=C(Nc1ccc(NC(=S)NC(=O)c2cccs2)cc1)c1ccco1
55. O=C(CNC(=O)c1ccccc1Br)NCCSc1ccc(Br)cc1
56. O=C(NC1CCCC1)C(c1cccnc1)N(Cc1ccc(F)cc1)C(=O)c1csnn1 (stereo not drawn)
Compound | 49 | 50 | 51 | 52 | 53 | 54 | 55 | 56
S3 lipid droplet | ? | ? | i | ? | 16% | ? | ? | ?
S3 lipid droplet cell count max | nt | nt | nt | nt | 4 | nt | nt | nt

# A portion of the library. The share of hits here may be higher or lower than overall.
